# Bioassay records deposited in PubChem by The Scripps Research Institute Molecular Screening Center.
# Pf gamet viab: inhibitors of late stage P. falciparum gametocyte viability | inhibition, % at 10.9 µM | P. falciparum stage V gametocytes, ATP luminescence, 24 h | AID 743093 | hit rate 0.065% among 150,000;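 active means inhibition above the mean plus 3 SD of compounds within the control limits, set per campaign, cut at about 38% in these data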;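 further: 0% = DMSO wells and 100% = medium only without gametocytes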
# * hit, by the source's call; i = inactive. Some of the compounds tested, so the mix of outcomes need not match the whole.
SMILES	Pf gamet viab
CC(C)(C)C1N=C(c2ccc3ccccc3c2)OC1=O (stereo not drawn)	-15
C=C[C@H](Cc1ccccc1)N(Cc1ccccc1)S(=O)(=O)N(Cc1ccccc1)[C@H](C=C)Cc1ccccc1	0
COc1ccc(C(=O)NC2CC3CCCC(C2)N3Cc2ccccc2)cc1 (stereo not drawn)	-17
O=c1[nH]cnc(O)c1C(c1ccc(F)cc1)c1c(O)nc[nH]c1=O	1
COc1ccc(COC(=O)Oc2ccc(CNC(C)=O)cc2OC)c([N+](=O)[O-])c1	-25
C=CCC[C@@H](Cc1ccc(F)cc1)C(=O)OC[C@@H](NC(=O)[C@@H](CC=C)CC(=O)N[C@H](CO)Cc1ccccc1)C(C)(C)C	-11
Cc1cccc(N2CCN(CC(=O)NCc3ccc(Cl)cc3)CC2)c1C	-2
Cc1ccc(C(=O)Nc2cccc(C(F)(F)F)c2)cc1Nc1cncnc1	-7
CC(CNC(=O)c1ccccc1Cl)NC(=O)c1ccccc1Cl (stereo not drawn)	3
Cc1cccc2c(C(=O)O)c3cccc(C)c3nc12	9
N=c1n(CCN2CCCCC2)c2ccccc2n1CC(=O)c1cccc([N+](=O)[O-])c1	-7
Cc1c(/C(O)=C2\C(=O)C(=O)N(CCCN(C)C)C2c2cccs2)cnn1-c1ccccc1 (stereo not drawn)	19
COC(=O)c1cc2c(ccc3ccccc32)oc1=O	20
CCOc1ccc(NC(=O)CN2CCc3ccccc3C2)cc1	-3
Cn1c(=O)c2c(nc(Oc3cccc(Br)c3)n2C)n(C)c1=O	i
COc1ccc(OC)c(NC(=O)CCN2CCN(CCO)CC2)c1	5
C=CCC[C@@H](Cc1ccc(F)cc1)C(=O)OC[C@H](Cc1c[nH]c2ccccc12)NC(=O)[C@@H](CC=C)CC(=O)N[C@@H](CO)Cc1ccccc1	-19
Cc1ccc(-c2csc(N3CCN(CCCn4c(C(F)(F)F)nc5ccccc54)CC3)n2)cc1	18
COc1ccc(N2CCN(C3CCCN(Cc4ccccc4OCCO)C3)CC2)cc1 (stereo not drawn)	-13
C[C@H](CO)N1C[C@H](C)[C@@H](CN(C)S(=O)(=O)c2ccccc2)Oc2ccc(NS(=O)(=O)c3cccs3)cc2C1=O	15
CCOc1ccc(N=C2SCC(=O)N2CC)cc1	-301
CNC(=O)CN(Cc1ccccc1)S(=O)(=O)c1ccc(Cl)cc1	6
CC1CCc2sc3c(c2C1)c1ncnn1c(=O)n3CC(=O)c1ccc(Br)cc1 (stereo not drawn)	-13
COc1ccc(CCNC(=O)CCC(=O)Nc2ccccc2[N+](=O)[O-])cc1OC	-5
COc1ccccc1CN1CCN(C(c2ccccc2)c2ccccc2)CC1	-5
COc1cccc(C2CC(c3cccs3)=NN2C(=O)CCC(=O)O)c1OC (stereo not drawn)	-1
O=C(C=C1NCCN1)c1ccccc1	6
CC(C)C[C@H](NC(=O)OC(C)(C)C)C(=O)N[C@@H](CO)[C@H](O)[C@@H]1C[C@@H]1C(=O)N1CCCC1	-6
COc1ccc(CN2CCC(C(=O)c3ccc(F)cc3)CC2)cc1	-26
Cc1ccc(-c2noc(CN(C(=O)CCCN3C(=O)c4ccccc4C3=O)C(C)C)n2)cc1	-4

# 6 records drawn at random from those above:
SMILES	Pf gamet viab
N=c1n(CCN2CCCCC2)c2ccccc2n1CC(=O)c1cccc([N+](=O)[O-])c1	-7
Cc1ccc(-c2csc(N3CCN(CCCn4c(C(F)(F)F)nc5ccccc54)CC3)n2)cc1	18
COc1ccc(OC)c(NC(=O)CCN2CCN(CCO)CC2)c1	5
Cn1c(=O)c2c(nc(Oc3cccc(Br)c3)n2C)n(C)c1=O	i
Cc1ccc(-c2noc(CN(C(=O)CCCN3C(=O)c4ccccc4C3=O)C(C)C)n2)cc1	-4
C=C[C@H](Cc1ccccc1)N(Cc1ccccc1)S(=O)(=O)N(Cc1ccccc1)[C@H](C=C)Cc1ccccc1	0

# Further structures follow:
SMILES	Pf gamet viab
CC(=O)N(c1ccccc1)C1CC(C)N(C(=O)c2ccccc2)c2ccccc21 (stereo not drawn)	-14
COc1ccc(/C=C/C(=O)NC(=S)Nc2ccc(S(N)(=O)=O)cc2)cc1OC	1
CN(C)CCNC(=O)c1csc(Nc2cccc3ccccc23)n1	-3
CC(C)/C=C/CN1CCCC(N2CCN(c3cccc(Cl)c3)CC2)C1 (stereo not drawn)	13
Cc1ccc(S(=O)(=O)Oc2ccc(/C=N/N=C3/NC(=O)C(CC(=O)O)S3)cc2)cc1 (stereo not drawn)	11
CCCCC(NC(=O)c1ccc(C#N)cc1)C(=O)NCCC (stereo not drawn)	16
COc1cc(-c2ccc3oc(-c4ccsc4)c(C#CC4(O)CCCCC4)c3c2)cc(OC)c1OC	24
CCNC(=O)c1ccc(=O)n(Cc2ccc(Cl)cc2Cl)c1	11
CCSc1nc2sc3c(c2c(=O)[nH]1)CC(C)(C)OC3	22
CC(C)NC(=O)N(C)C[C@H]1Oc2c(NC(=O)Nc3ccccc3)cccc2C(=O)N([C@H](C)CO)C[C@@H]1C	-10
COC(c1ccccc1)c1nnc(CCC(=O)NCCc2ccc(Cl)cc2)o1 (stereo not drawn)	13
CC(C)Oc1ccc(C(=O)Nc2ncn[nH]2)cc1	14
O=C1N(c2ccccc2)CCN1c1ccccc1	19
COc1cnn(-c2ccc([N+](=O)[O-])cc2)c(=O)c1Cl	-21
COc1ccccc1NC(=O)c1cc[n+](C)cc1	1
COc1ccc(NC(=O)COc2ccccc2)cc1NC(=O)c1ccco1	-3
O=C(Nc1ccccc1NC(=O)c1ccccc1F)c1ccccc1F	7
CN(C)C1=NC[C@H](Cc2ccccc2)N1CC1CCCC1	-10
O=C(CC(=O)c1ccccc1)Nc1cc([N+](=O)[O-])ccc1Cl	-4
COc1ccc(NC(=O)c2cccc3c2C(=O)c2ccc(-c4ccc(F)cc4OCc4ccccc4)cc2S3(=O)=O)cc1	8
CC(c1ccccc1)n1c(-c2ccccc2F)n[nH]c1=S (stereo not drawn)	-1
CC(NC(=O)CCC(=O)Nc1ccccc1O)c1ccccc1 (stereo not drawn)	21
CCc1ccc(NS(=O)(=O)c2ccc3oc(=O)ccc3c2)cc1	13
O=C1C=C(/C=C/C2C=CC=CC2)C[C@@H](c2ccc(Cl)cc2)C1 (stereo partly drawn)	1
Nc1c(Cl)cc(-c2csc(N3CCCC3c3nc4cc(Cl)c(Cl)cc4n3CCCO)n2)cc1Cl (stereo not drawn)	-3
Cc1nc2ccc(NS(=O)(=O)c3ccc(F)c(C)c3)cc2[nH]1	25
COc1cc(C(=O)n2cnc3ccccc32)c([N+](=O)[O-])cc1OC	1
NC(N)=NS(=O)(=O)c1ccc(NC(=S)NC(=O)Cc2ccc(Cl)cc2)cc1	10
O=C(O)c1ccc(NCc2cccs2)cc1	16
CCOC(=O)C1(CCOc2ccccc2)CCN(C(=O)CCSC)CC1	-23
O=C(c1cccc(C(=O)N2CCC(O)(c3ccccc3)CC2)c1)N1CCC(O)(c2ccccc2)CC1	-8
Cn1c(=O)[nH]c(=O)c2c1nc(N1CCN(CCO)CC1)n2Cc1ccccc1	12
COC(=O)C1=C(C)N(CCCC(=O)O)C(=O)NC1c1ccc(OC)cc1 (stereo not drawn)	-28
COc1cc(CCCN2CCNC[C@@H]2CC2CCCCC2)cc(OC)c1OC	-61
Cc1cccc([C@@H]2[C@@H]3C(=O)N(Cc4ccccc4)C(=O)[C@@H]3[C@]3(C)C(=O)N(c4cccc(Cl)c4)C(=O)N23)c1	8
CCN1C(=O)[C@H]2[C@@H](c3ccc(C)cc3)N3C(=O)N(c4ccc(C)cc4)C(=O)[C@@]3(C)[C@H]2C1=O	5
CC(O)[C@H]1CNCCN1CCc1cccc2ccccc12 (stereo partly drawn)	-2
O=C1CC(c2ccccc2)CC(=O)N1c1ccc(C(F)(F)F)cc1	1
COc1ccc2c(c1)OC[C@H]1[C@H]2N2C(=O)CN(CCc3c[nH]c4ccccc34)C(=O)[C@@]2(C)[C@H]1c1ccccc1	8
COc1ccc(NC(=O)C2CCN(S(C)(=O)=O)CC2)c(OC)c1	-13
CN(C(=O)c1ccc(NC(=O)Cc2cccc(NC(=O)C3CCN(C(=O)C4CCCC4)CC3)c2)cc1)C1CCCC1	14
Cc1ccc2oc3c(SCc4nc5ccccc5[nH]4)nc(C)nc3c2c1	-15
COc1cc(C(=O)OCC(=O)c2cc(C)n(CC3CCCO3)c2C)ccc1OCC(=O)N1CCOCC1 (stereo not drawn)	-15
COc1cc(NC(=O)Cc2cccc3ccccc23)c(C(=O)O)cc1OC	-8
Cc1ccc(C2=NN(C(=O)CCC(=O)O)C(c3cccc([N+](=O)[O-])c3)C2)cc1 (stereo not drawn)	-2
CN1C(=O)C(=O)/C(=C(/O)c2ccc(Br)cc2)C1c1ccc(F)cc1 (stereo not drawn)	-6
N/C(=N\NS(=O)(=O)c1ccc(Cl)cc1)c1ccccn1	-12
CC[C@@H](C)CN1C(=O)N[C@@H](c2ccccc2)C(C(C)=O)=C1C	8
O=c1[nH]c(N2CCOCC2)nc2ccccc12	-8
CCOC(=O)Cc1csc(NC(=O)c2ccc(Br)cc2)n1	0
CC(C)(C)c1ccc(C(=O)NNC(=O)CCc2ccccc2)cc1	-6
COc1cc2cc(C(C)(C)O)oc(=O)c2cc1OC	8
COc1ccc(CN2CCN(C(=O)c3cccc4ccccc34)CC2)cc1Br	-14
CCCn1c(=N)n(CC(=O)c2ccc(OCC(=O)OC)cc2)c2ccccc21	11
CC(=O)c1cccc(NC(=S)NCc2ccccc2)c1	9
O=C(CNS(=O)(=O)c1ccc(F)c(Cl)c1)NCCc1ccccc1	-11
COc1cccc(N(CC(=O)NCCSCc2ccc(C)cc2)S(C)(=O)=O)c1	-3
C=C(C)C1CC=C(CN2CCN(Cc3ccccc3)CC2)CC1 (stereo not drawn)	-1
O=S1(=O)CCOCCCN1Cc1ccccc1Br	-2
CCCC(=O)NC(c1ccccc1)c1c(O)ccc2ccccc12 (stereo not drawn)	-6

# Continuation.
SMILES	Pf gamet viab
COc1ccc(OC)c(Nc2nc(NCCO)c3ccccc3n2)c1	-27
O=C(O)COCC(=O)Nc1ccc(OCCc2ccccc2)cc1	-9
Nc1ccc(C#Cc2ccc3oc4ccccc4c(=O)c3c2)cc1	-16
COc1cc(Br)cc2cc(C(=O)N3CCOCC3)c(=O)oc12	-2
COc1cc(/C=N/NC(=O)CNS(=O)(=O)c2ccc(C)cc2)cc(OC)c1OC	15
COc1ccc(CN2CCN(c3cc(C)nc4c5c(C)cc(C)nc5nn34)CC2)cc1F	-14
N#Cc1ccc2[nH]c(CO)c(-c3ccccc3)c2c1	13
COc1ccc(CCc2nnc(NS(C)(=O)=O)s2)cc1	-17
Cc1ccc(C(=O)Cn2c(C(=O)O)cc3ccccc32)cc1	11
Cn1c2c(c(=O)c3ccccc31)CCCC2	14
CCOc1ccccc1NC(=O)CN1C(=O)COc2ccccc21	-7
c1ccc(NC2=NCCN2CC2CCCCCC2)cc1	11
COc1ccc(CN2CCN(c3ccccc3OC)CC2)c(OC)c1	2
[N-]=[N+]=CC(=O)C(O)(c1ccccc1)C(Cl)c1ccccc1 (stereo not drawn)	-2
Cc1ccc(-c2nnn(CC(=O)N3CCCCC3)n2)cc1	13
O=C(Nc1csc(Cl)c1)c1ccccc1	7
CC(C)C[C@@]12C(=O)N(c3cccc(Cl)c3)C(=O)N1[C@H](c1ccc(F)cc1)[C@@H]1C(=O)N(C3CCCCC3)C(=O)[C@@H]12	11
COc1ccc(CCC(=O)Nc2ccc(C(=O)c3ccncc3)cc2)cc1	8
COC(=O)CCCC(=O)N1CCC(CCC(=O)NCc2ccc(F)cc2)CC1	0
CCOC(=O)c1c(-c2ccccc2)oc2ccc(OCC(=O)NN)cc12	6
Cc1cc(C(=O)N/N=C/c2ccc3c(c2)OCO3)c2ccccc2n1	-22
O=C(NCCCCNC(=O)c1ccccc1Br)c1ccccc1Br	-2
O=C(CNC(=O)c1ccco1)Nc1ccc(F)c(Cl)c1	-11
COc1ccc(C(=O)NC2CC3CCCC(C2)N3Cc2ccccc2)cc1OC (stereo not drawn)	-7
COC(=O)CCC(=O)N(CCN(Cc1ccccc1)C(=O)CCC(=O)OC)Cc1ccccc1	-24
CCOC(=O)C1(CCOc2ccccc2)CCN(CC(O)CO)CC1 (stereo not drawn)	13
CNC[C@H](CC1CCCCC1)NC[C@H](CO)NCCc1cccc(C(F)(F)F)c1	-3
COc1ccc(/C=C(\C#N)c2nc3ccccc3[nH]2)cc1O	-12
CC1(C)C(=O)NC(=O)N1Cc1ccccc1	6
O=C(Nc1scc(-c2ccc(Br)cc2)c1C(=O)O)c1ccccc1F	10

# Reprinted from the part before: three compounds, followed by the next part.
SMILES	Pf gamet viab
COc1ccc(/C=C(\C#N)c2nc3ccccc3[nH]2)cc1O	-12
CC1(C)C(=O)NC(=O)N1Cc1ccccc1	6
O=C(Nc1scc(-c2ccc(Br)cc2)c1C(=O)O)c1ccccc1F	10
CC(C)NC(=O)c1ccc(N(Cc2ccccc2)S(C)(=O)=O)cc1	-4
COC(=O)CNC(=O)c1ccccc1[N+](=O)[O-]	-25
COc1ccc(C2c3c(oc4ccccc4c3=O)C(=O)N2CCN2CCOCC2)cc1OC (stereo not drawn)	-13
COc1nccc(NCc2ccccc2)c1C#N	8
CCOC(=O)c1ccc(NCCc2ccc(OC)c(OC)c2)c(N)c1	-13
Cc1ccc(-c2csc3nc[nH]c(=O)c23)c(C)c1	-1
COC(=O)[C@H](CC(C)C)NS(=O)(=O)N[C@@H](CC(C)C)C(=O)OC	4
Cc1cc(N/N=C/c2ccc(N(C)C)cc2)c2ccccc2n1	-3
CN(C)CCCNC(=S)N(CCN(C)C)Cc1cc2cc3c(cc2[nH]c1=O)OCCO3	13
CN(C(=O)c1ccccc1)c1nccnc1C#N	-1
